Screening data (PubChem)
EWS-Fli block: EWS/Fli transcriptional activity inhibition | A673 NR0B1-luciferase reporter, viability-normalised | inhibition, % at 12.6 µM | 350,000 tested, 0.67% active;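 active means mean inhibition of at least 50% after viability correction, with every replicate also passing that limit; inconclusive means mean reaches 50% but only one of two replicates passes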;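 further: firefly luciferase signal divided by Alamar Blue viability fluorescence both relative to DMSO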
DENV2 CPE rescue: protects cells from dengue virus 2 cytopathic effect | CPE inhibition, % at 9.99 µM | AID 651640 | DENV2-infected cells, cytopathic effect rescue, plate reader | 350,000 tested, 1.7% active; in the data active means CPE inhibition above about 20%, passing the limit was not always enough; inconclusive means no clear call, values can overlap the other calls; tested in BHK-21 cells;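 further: 0% = median of neutral control wells and 100% = median of positive control wells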
ERp5 inh: blocks human ERp5 reductase activity on insulin; Q15084; ERp5 insulin aggregation, absorbance 650 nm, 90 min; inhibition, % at 9.99 µM; 350,000 tested, 0.05% active; AID 651711;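 active means mean replicate inhibition above about 25%, with every replicate also reaching it, limit read from the data, passing the limit was not always enough; inconclusive means only one of those two criteria met; inactive means neither criterion met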
Target sequence (Q15084 whole entry, looked up): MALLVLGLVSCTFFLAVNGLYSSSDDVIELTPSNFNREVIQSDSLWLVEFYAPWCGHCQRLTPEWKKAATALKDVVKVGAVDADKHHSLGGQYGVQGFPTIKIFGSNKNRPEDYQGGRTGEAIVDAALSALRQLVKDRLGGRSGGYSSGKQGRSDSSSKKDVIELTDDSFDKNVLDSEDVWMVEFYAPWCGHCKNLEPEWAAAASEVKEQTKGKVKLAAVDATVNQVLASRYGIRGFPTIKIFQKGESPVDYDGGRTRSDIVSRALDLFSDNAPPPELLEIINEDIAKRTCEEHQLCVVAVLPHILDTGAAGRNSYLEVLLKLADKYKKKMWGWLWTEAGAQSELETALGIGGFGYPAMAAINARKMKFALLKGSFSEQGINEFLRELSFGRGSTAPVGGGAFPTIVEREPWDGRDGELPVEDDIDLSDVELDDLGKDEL
ARNT-TACC3 inh: disruptors of human ARNT/TACC3 interaction. Q9Y6A5. AlphaScreen His-ARNT PAS-B/GST-TACC3 binding, luminescence; TACC3 fragment carries E629A point mutation. inhibition, % at 9.99 µM. 390,000 tested, 0.66% active;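 active means mean inhibition of replicates at least 50% and at least half of replicates each reaching 50%; inconclusive means half or more replicates reach 50% but mean below 50%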;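 further: 0% = complete ARNT plus TACC3 wells and 100% = ARNT alone without TACC3; many hits fall short of the cut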
INS-1E GSIS act: primary screen for activators of insulin secretion dependent on glucose, INS-1E cells, GLuc reporter luminescence | INS-1E GLuc reporter insulin secretion, 2-3 h | activation, % at 16.6 µM | 370,000 tested, 0.61% active | AID 743287;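 active means lowest replicate activation of at least 40%, so every replicate reaches that level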;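 further: 0% = median of neutral control wells and 100% = median of IBMX positive control wells; some compounds called inactive have numbers as strong as hits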
Xi reactivation: X-chromosome reactivation activator; XiGFP mouse fibroblasts, % GFP-positive cells imaging, 3 d; cells co-treated with 5-aza-dC sensitizer; scaled so ellipticine positive control = 100%; activation, % at 7.58 µM; 360,000 tested, 0.055% active; AID 743238;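 active means mean normalized replicate activation at least 10% and every replicate at or above 10%; inconclusive means only one of the two criteria met; inactive means mean below 10% and not all replicates reach 10%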;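 further: 0% = median of on-plate neutral control wells and 100% = ellipticine 6 µM median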
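Material: SV40-immortalized XiGFP fibroblast cells, line 68-5-11 | Buffer or medium: DMEM containing 5-aza-dC | Dosing: One concentration, pinned | Times: 3 d treatment, 15 min room-temperature fixation | Controls: Ellipticine 6 µM positive control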
CFTR F508del cor: correctors of CFTR F508del function in bronchial epithelial cells; AID 720511; CFBE cells, YFP halide quenching; stimulated with forskolin plus potentiator P3; % fluorescence drop versus neutral controls; 350,000 tested, 0.36% active; activity (quench increase), % at 7.58 µM;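 active means mean added fluorescence quench of at least 8% versus neutral control, with both replicates also reaching 8%; inconclusive means only one of the mean or replicate conditions met; inactive means mean below 8% and not both replicates reaching 8%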;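 further: cells transiently co-express mutant CFTR-F508del with the halide-sensitive YFP; corrector assay measuring rescue of mutant channel to the surface after 24 h compound exposure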
PAX8 reporter: lowers PAX8-driven luciferase in RMG-I cells; RMG-I TPO-luciferase reporter, SteadyGlo, 24 h; inhibition, % at 12.6 µM; 360,000 tested, 1.2% active; AID 652154;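 active means mean replicate inhibition at least 60% with every replicate also reaching 60%; inconclusive means only one of the two criteria is met; inactive means mean below 60% and not all replicates reaching 60%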;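 further: luciferase light reporting Pax8 driven TPO promoter activity; plate controls were median of neutral control wells for no effect and mitoxantrone controls for full effect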
* marks the source's active call; other numbers are inactive results; & = joins results of further samples.

What do the screens show for `N#CCSc1ccc(-c2nc3ccccc3[nH]2)cn1`?
EWS-Fli block: -77; DENV2 CPE rescue: -6; ERp5 inh: -2; ARNT-TACC3 inh: 2; INS-1E GSIS act: 10; Xi reactivation: 0.1; CFTR F508del cor: -2.6; PAX8 reporter: -46

Results for CC(=O)Nc1cccc(NC(=O)CSc2nc3c(c(=O)n(C)c(=O)n3C)n2C)c1 ?
EWS-Fli block: 7; DENV2 CPE rescue: -5; ERp5 inh: 3; ARNT-TACC3 inh: -4; INS-1E GSIS act: 23; Xi reactivation: 0.0; CFTR F508del cor: 0.0; PAX8 reporter: -1

How did CCn1nc(C)c(NC(=O)c2cc(Br)ccc2Cl)c1C do in these assays?
EWS-Fli block: -5; DENV2 CPE rescue: 5; ERp5 inh: 5; ARNT-TACC3 inh: -1; INS-1E GSIS act: 13; CFTR F508del cor: -3.4

What do the screens show for `COc1cc(NC(=O)c2cc(S(=O)(=O)N3CCc4ccccc43)cn2C)cc(OC)c1OC`?
DENV2 CPE rescue: -2; ERp5 inh: 2; ARNT-TACC3 inh: -7; INS-1E GSIS act: -15; Xi reactivation: 0.0; CFTR F508del cor: -2.5; PAX8 reporter: 22

What do the screens show for `CC(C)(C)C(=O)CSc1ncnc2sc3c(c12)CCC3`?
EWS-Fli block: -18; DENV2 CPE rescue: 4; ERp5 inh: 0; ARNT-TACC3 inh: -5; Xi reactivation: 0.0; CFTR F508del cor: 0.2; PAX8 reporter: 7

How did C[C@H](NC(=O)C[C@H]1C=C[C@H](NC(=O)CN2CCOCC2)[C@@H](CO)O1)c1ccccc1 do in these assays?
EWS-Fli block: 0; DENV2 CPE rescue: inconclusive; ERp5 inh: 5; ARNT-TACC3 inh: 4; INS-1E GSIS act: 6; Xi reactivation: 0.1; CFTR F508del cor: 0.9; PAX8 reporter: -3

Results for Cc1nn(CC2CC2)c(=O)n1-c1ccc(Cl)cc1 ?
EWS-Fli block: -5; DENV2 CPE rescue: -13; ERp5 inh: 0; ARNT-TACC3 inh: 34; INS-1E GSIS act: -5; Xi reactivation: 0.1; CFTR F508del cor: -2.2; PAX8 reporter: -11

Results for CC1CC(C)CN(CCCNC(=O)CCC(=O)N2CCOc3ccccc32)C1 (stereo not drawn) ?
EWS-Fli block: 4; DENV2 CPE rescue: -1; ERp5 inh: -1; ARNT-TACC3 inh: 34; INS-1E GSIS act: -6; Xi reactivation: 0.6; CFTR F508del cor: -1.8; PAX8 reporter: -7

Results for CC1=C(C(=O)Nc2ccccn2)C(c2ccccc2Cl)NC(=S)N1 (stereo not drawn) ?
EWS-Fli block: -60; DENV2 CPE rescue: -6; ERp5 inh: 1; ARNT-TACC3 inh: -3; INS-1E GSIS act: -6; Xi reactivation: 0.0; CFTR F508del cor: -2.3; PAX8 reporter: 5

What do the screens show for `Cc1ccc(Cl)cc1NC(=O)c1ccccn1`?
EWS-Fli block: -22; DENV2 CPE rescue: -6; ERp5 inh: -5; ARNT-TACC3 inh: -8; INS-1E GSIS act: 20; Xi reactivation: 0.0; CFTR F508del cor: -1.5; PAX8 reporter: -17

Results for C[C@H](CO)N1C[C@H](C)[C@H](CN(C)Cc2ccncc2)Oc2ccc(NC(=O)Nc3ccc4c(c3)OCO4)cc2C1=O ?
DENV2 CPE rescue: -6; ERp5 inh: 4; INS-1E GSIS act: -8; Xi reactivation: 1.9; CFTR F508del cor: 3.4; PAX8 reporter: -14

Results for CCC(=O)NC(c1cccs1)c1ccc2cccnc2c1O (stereo not drawn) ?
EWS-Fli block: 16; DENV2 CPE rescue: -4; ERp5 inh: 2; ARNT-TACC3 inh: 43; INS-1E GSIS act: 5; Xi reactivation: -0.2; CFTR F508del cor: -8.6; PAX8 reporter: 66*

How did C[C@@H]1CN([C@H](C)CO)C(=O)CCCn2cc(nn2)CO[C@H]1CN(C)C(=O)Nc1ccc(C(C)(C)C)cc1 do in these assays?
EWS-Fli block: -8&-11; DENV2 CPE rescue: inconclusive; ERp5 inh: 0&-10; ARNT-TACC3 inh: -10; INS-1E GSIS act: -9; Xi reactivation: 1.8&0.1; CFTR F508del cor: 0.6&3.8; PAX8 reporter: -21&-5

Results for O=C(Nc1ccc2c(c1)OCCO2)C1CCCN1C(=O)Nc1ccccc1 (stereo not drawn) ?
EWS-Fli block: 1; DENV2 CPE rescue: 1; ERp5 inh: -2; ARNT-TACC3 inh: -2; INS-1E GSIS act: -4; Xi reactivation: 0.0; CFTR F508del cor: -1.4; PAX8 reporter: 14

How did Cc1ccc(S(=O)(=O)Nc2ccc3c(c2)CC(=O)N([C@H](C)CO)C[C@@H](C)[C@H](CN(C)S(=O)(=O)c2cccs2)O3)cc1 do in these assays?
EWS-Fli block: -17; DENV2 CPE rescue: -5; ERp5 inh: 7; ARNT-TACC3 inh: -8; INS-1E GSIS act: -9; Xi reactivation: 0.0; CFTR F508del cor: -2.5; PAX8 reporter: -13

Results for O=C(COC(=O)c1oc2ccccc2c1COc1ccccc1)NCCN1C(=O)CSC1=O ?
EWS-Fli block: 7; DENV2 CPE rescue: 3; ERp5 inh: -3; ARNT-TACC3 inh: -6; INS-1E GSIS act: -7; Xi reactivation: 0.6; PAX8 reporter: 2

What do the screens show for `COCCNC(=S)Nc1ccccc1Cc1ccccc1`?
EWS-Fli block: -5; DENV2 CPE rescue: 5; ERp5 inh: 8; ARNT-TACC3 inh: -3; INS-1E GSIS act: 32; Xi reactivation: 0.0; CFTR F508del cor: -2.0; PAX8 reporter: -13

Results for CCC(=O)N1CCc2cc(S(=O)(=O)Nc3ccccc3C)ccc21 ?
EWS-Fli block: -19; DENV2 CPE rescue: -6; ERp5 inh: -7; ARNT-TACC3 inh: -5; INS-1E GSIS act: 4; Xi reactivation: 0.0; CFTR F508del cor: 6.5; PAX8 reporter: -3

How did COC(=O)CCNC(=O)c1ccc2nc(Cc3ccc(OC)cc3)oc2c1 do in these assays?
EWS-Fli block: -1; DENV2 CPE rescue: -2; ERp5 inh: -2; ARNT-TACC3 inh: -5; INS-1E GSIS act: -9; Xi reactivation: 0.1; CFTR F508del cor: 1.1; PAX8 reporter: -17

Results for Cn1nc(C(=O)OCC(=O)NC2CCS(=O)(=O)C2)c2ccccc2c1=O (stereo not drawn) ?
EWS-Fli block: -5; DENV2 CPE rescue: 0; ERp5 inh: 2; ARNT-TACC3 inh: -4; INS-1E GSIS act: -6; Xi reactivation: 0.1; CFTR F508del cor: 0.8; PAX8 reporter: 18

Results for COc1cc(/C=C/C(=O)Nc2ccc(OC)c(S(=O)(=O)N3CCOCC3)c2)ccc1OC(F)F ?
EWS-Fli block: 10; DENV2 CPE rescue: -4; ERp5 inh: -19; ARNT-TACC3 inh: -4; INS-1E GSIS act: 23; Xi reactivation: 0.2; CFTR F508del cor: -1.2; PAX8 reporter: 29

What do the screens show for `CCOc1ccc(S(=O)(=O)N2CCCC(C(=O)N3CCOCC3)C2)cc1Cl` (stereo not drawn)?
EWS-Fli block: -12; DENV2 CPE rescue: -3; ERp5 inh: -9; ARNT-TACC3 inh: 0; INS-1E GSIS act: 0; Xi reactivation: 0.1; CFTR F508del cor: -0.3; PAX8 reporter: 4

How did CC(C)NC(=O)N(C)C[C@@H]1OCCCC[C@@H](C)Oc2ccc(NS(=O)(=O)c3ccccc3)cc2C(=O)N([C@H](C)CO)C[C@H]1C do in these assays?
EWS-Fli block: 3; DENV2 CPE rescue: -5; ERp5 inh: 4; ARNT-TACC3 inh: -9; INS-1E GSIS act: 4; Xi reactivation: -0.5; CFTR F508del cor: 1.0; PAX8 reporter: -1

How did CN(C)CC#Cc1ccc([C@@H]2[C@H]3CN(C(=O)c4ccccc4)CC(=O)N3[C@H]2CO)cc1 do in these assays?
DENV2 CPE rescue: 2; ERp5 inh: -2; INS-1E GSIS act: 9; Xi reactivation: 0.3; CFTR F508del cor: 0.1

What do the screens show for `O=S(=O)(NCc1ccccc1)c1ccc(S(=O)(=O)N2CCCC2)cc1`?
EWS-Fli block: -53; DENV2 CPE rescue: -2; ERp5 inh: -1; ARNT-TACC3 inh: -8; INS-1E GSIS act: 10; Xi reactivation: 0.3; CFTR F508del cor: -0.5; PAX8 reporter: 2

Results for CNC[C@H]1OCCCC[C@@H](C)Oc2ccc(N)cc2C(=O)N([C@@H](C)CO)C[C@@H]1C ?
EWS-Fli block: 0; DENV2 CPE rescue: 3; ERp5 inh: -4; ARNT-TACC3 inh: -2; INS-1E GSIS act: 24; Xi reactivation: 0.5; CFTR F508del cor: -1.2; PAX8 reporter: -9

What do the screens show for `C[C@H]1CN([C@@H](C)CO)S(=O)(=O)c2ccc(C#CCN(C)C)cc2O[C@H]1CN(C)C(=O)C1CCCCC1`?
EWS-Fli block: -2; DENV2 CPE rescue: 15; ERp5 inh: 0; ARNT-TACC3 inh: -6; INS-1E GSIS act: 8; Xi reactivation: -1.0; CFTR F508del cor: -3.9; PAX8 reporter: -10

What do the screens show for `COc1cc(/C=N/NC(N)=O)ccc1OC(=O)c1ccco1`?
EWS-Fli block: 4; DENV2 CPE rescue: inconclusive; ERp5 inh: -9; ARNT-TACC3 inh: 3; INS-1E GSIS act: -1; Xi reactivation: -0.1; CFTR F508del cor: 1.3; PAX8 reporter: -5

Results for O=C(O)[C@@H]1[C@@H](CO)[C@@H]2Cn3c(ccc(/C=C/c4ccccc4)c3=O)[C@@H]2N1C(=O)c1cnccn1 ?
EWS-Fli block: -7; DENV2 CPE rescue: -12; ERp5 inh: 0; ARNT-TACC3 inh: 0; INS-1E GSIS act: 16; Xi reactivation: 0.1

What do the screens show for `CN1CC(=O)N(CC(=O)Nc2cccc(S(=O)(=O)N3CCOCC3)c2)C1=O`?
EWS-Fli block: -7; DENV2 CPE rescue: 5; ERp5 inh: -3; ARNT-TACC3 inh: 2; INS-1E GSIS act: 3; Xi reactivation: 0.0; CFTR F508del cor: -1.1; PAX8 reporter: 6

How did COc1ccccc1S(=O)Cc1ccc(C(=O)NC2CCCC2)o1 (stereo not drawn) do in these assays?
EWS-Fli block: 0; DENV2 CPE rescue: 7; ERp5 inh: 9; ARNT-TACC3 inh: 3; INS-1E GSIS act: -4; Xi reactivation: 0.0; CFTR F508del cor: 1.0; PAX8 reporter: 8

How did C[C@@H]1CN([C@@H](C)CO)C(=O)c2cc(-c3ccc(F)cc3)cnc2O[C@H]1CN(C)Cc1ccc(F)cc1 do in these assays?
EWS-Fli block: 9; INS-1E GSIS act: -11; Xi reactivation: -0.3; CFTR F508del cor: -0.7

What do the screens show for `CC(=O)Nc1ccc(S(=O)(=O)N2CCSc3ccccc32)cc1`?
EWS-Fli block: 30; DENV2 CPE rescue: -7; ERp5 inh: -11; ARNT-TACC3 inh: -4; INS-1E GSIS act: -21; Xi reactivation: 1.2; CFTR F508del cor: 2.4; PAX8 reporter: 5

How did CN1C[C@@H]2C(c3ccc(Cl)nc3)C3(c4ccccc4)CC2(C3)[C@H]1c1ccccc1 (stereo partly drawn) do in these assays?
EWS-Fli block: 7; DENV2 CPE rescue: -4; ERp5 inh: 1; ARNT-TACC3 inh: 0; INS-1E GSIS act: -21; Xi reactivation: 0.2; CFTR F508del cor: 1.1; PAX8 reporter: 5

What do the screens show for `O=C(CSc1nnc(COc2ccc(Br)cc2)o1)NC1CCCCC1`?
EWS-Fli block: -11; DENV2 CPE rescue: 0; ERp5 inh: 2; ARNT-TACC3 inh: 16; INS-1E GSIS act: -11; Xi reactivation: 0.3; CFTR F508del cor: -0.3; PAX8 reporter: 3
